Screening data deposited in PubChem by National Center for Advancing Translational Sciences (NCATS).
D1 antagonist: Antagonist of Human D 1 Dopamine Receptor: qHTS; activity change, negative = inhibition, % at 10 µM; D(1A) dopamine receptor (Homo sapiens), P21728; hit rate 3.2% among 360,000; HEK293 TREx D1 cells, calcium flux, dopamine EC80; hits give low values; in the data active = activity change below about -30%; also: % is scaled to controls: 0 for no effect and ±100 for the full control effect
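Cells carrying a force-coupled, tetracycline-inducible human D1 receptor report calcium flux. Each well gets a 10 s baseline, compound with 180 s monitoring, then an EC80 dopamine stimulus with a second 180 s kinetic read.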
D2 potentiator: HTS Assay for Positive Allosteric Modulators of the Human D2 Dopamine Receptor: Primary Screen for Potentiators | D(2) dopamine receptor (Homo sapiens), P14416 | potentiation, % at 10 µM | AID 485347, 2010 | hit rate 0.34% among 340,000 | HEK293 T-REx D2, calcium flux, EC20 dopamine potentiation;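 active = potentiation over 3 SD above the plate norm, cut at about 30% in these data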; also: 0% is about no effect
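Potentiation of an EC20 dopamine calcium response measured kinetically over 180 s, after a preceding 180 s compound-only read flagging agonists. Cells: inducible Hek293 Trex D2 line, 4000/well, cultured overnight at 30 C before dye loading.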
RXFP1 agonist: qHTS Assay for Agonists of the Relaxin Receptor RXFP1; hit rate 0.3% among 370,000; Relaxin receptor 1 (Homo sapiens), Q9HBX9; HEK293T-RXFP1 cAMP TR-FRET, 30 min; response scale: percent of porcine relaxin response, buffer zero; AID 2676, 2010; Potency, µM (titrated, usually from 57.5 µM), for inactives: top-dose activation, usual class: activators; active = well fitted activation curve with a large enough effect; also: potency is read from the fitted curve at half-maximal effect; % is scaled to controls: 0 for no effect and ±100 for the full control effect; nearly all actives have a fitted effect of over 60% in size; many of its hits are not listed in these tables
Target sequence (Q9HBX9 whole entry, looked up): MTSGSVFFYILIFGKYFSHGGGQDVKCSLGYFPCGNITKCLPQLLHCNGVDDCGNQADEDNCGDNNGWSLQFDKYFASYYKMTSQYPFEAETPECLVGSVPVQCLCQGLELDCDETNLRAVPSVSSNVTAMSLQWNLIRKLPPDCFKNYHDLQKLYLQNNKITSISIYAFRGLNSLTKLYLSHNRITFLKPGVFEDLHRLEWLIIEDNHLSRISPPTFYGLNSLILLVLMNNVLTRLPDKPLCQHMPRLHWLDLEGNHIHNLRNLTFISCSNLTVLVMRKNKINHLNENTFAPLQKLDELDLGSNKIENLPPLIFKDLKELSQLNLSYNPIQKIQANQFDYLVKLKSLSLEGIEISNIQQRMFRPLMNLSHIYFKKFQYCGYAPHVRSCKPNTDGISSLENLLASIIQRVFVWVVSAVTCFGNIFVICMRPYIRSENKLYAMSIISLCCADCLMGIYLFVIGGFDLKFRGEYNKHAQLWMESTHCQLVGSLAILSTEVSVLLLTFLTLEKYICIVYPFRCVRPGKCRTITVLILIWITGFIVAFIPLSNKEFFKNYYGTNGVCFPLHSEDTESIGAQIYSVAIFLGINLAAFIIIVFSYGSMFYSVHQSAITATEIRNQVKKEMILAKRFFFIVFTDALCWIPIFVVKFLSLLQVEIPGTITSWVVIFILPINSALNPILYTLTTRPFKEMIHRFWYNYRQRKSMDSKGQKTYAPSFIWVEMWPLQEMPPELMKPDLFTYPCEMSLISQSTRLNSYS
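Agonist response is measured as cAMP accumulation in an RXFP1-transfected HEK293T line under PDE4 inhibition. Values are scaled between buffer-only and 29 nM porcine relaxin, and EC50s come from standard Hill equation fits.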
TRHR enhancer: qHTS for Small Molecule Agonists and Allosteric Enhancers of Human TRH Receptor: Primary Screen for Enhancers; Thyrotropin-releasing hormone receptor (Homo sapiens), P34981; TRHR cells, fluo-8 calcium fluorescence, EC20 TRH enhancement; enhancement, % at 2 µM; hit rate 0.66% among 360,000; in the data active = enhancement above about 30%; also: 0% is about no effect
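Enhancer read-out: after compound pinning and an initial kinetic agonist-mode read, an EC20 of TRH (10 nM final) was injected and fluo-8 calcium signal (Ex 480/Em 530) followed at 1 s/cycle for 100 cycles in TRHR-expressing cells.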
D1 agonist: Allosteric Agonists of the Human D1 Dopamine Receptor: qHTS. hit rate 1% among 360,000. activation, % at 2 µM. HEK293 T-REx D1 cells, calcium flux, agonist mode; in the data active = activation above about 30%; also: 0% is about no effect
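Tetracycline-induced HEK293 TREx D1 cells, force-coupled to calcium signalling, were dye-loaded with a no-wash calcium kit. Compound was pin-added after a 10 s baseline. Fluorescence was read kinetically at 1 cycle/s for 180 s, with calcium rises flagged as agonism.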
RXFP1 antagonist: qHTS Assay for Antagonists of the Relaxin Receptor RXFP1; Relaxin receptor 1 (Homo sapiens), Q9HBX9; HEK293-RXFP1, relaxin-stimulated cAMP HTRF, 30 min; hits give low values; activity change, negative = inhibition, % at 57.5 µM; hit rate 0.59% among 350,000; AID 1259400, 2018;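 active = activity change of -60% or lower, but not beyond a set lower limit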; also: % is scaled to controls: 0 for no effect and ±100 for the full control effect
D2 ag: HTS Assay for Allosteric Agonists of the Human D2 Dopamine Receptor: Primary Screen for Agonists; HEK293 T-REx D2 cells, calcium flux agonist mode; hit rate 0.53% among 340,000; activation, % at 2 µM;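 active = activation over 3 SD above normal in the single-dose calcium agonist read, cut at about 30% in these data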; also: 0% is about no effect
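Tetracycline-induced HEK293 T-REx cells with force-coupled D2 receptor, plated overnight at 30 C, loaded with no-wash calcium dye. After a 10 s baseline, compound was pin-added and calcium flux read kinetically for 180 s; calcium rises flagged agonists.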
D2 antagonist: HTS Assay for Allosteric Antagonists of the Human D2 Dopamine Receptor: Primary Screen for Antagonists | HEK293 TREx D2 cells, calcium flux, dopamine EC80 | inhibition, % at 10 µM | D(2) dopamine receptor (Homo sapiens), P14416 | hit rate 2% among 340,000; in the data active = inhibition above about 30%; also: 0% is about no effect
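Measurement of antagonist activity uses fluorescent calcium dye in inducible HEK293 T-REx D2 cells: 10 s baseline, compound addition with 180 s read, EC80 dopamine addition with a further 180 s read.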
D1 potentiator: Potentiators of Human D1 Dopamine Receptor: qHTS; HEK293 TREx D1 cells, calcium flux, dopamine EC20 potentiation; hit rate 0.036% among 360,000; D(1A) dopamine receptor (Homo sapiens), P21728; potentiation, % at 10 µM; AID 504651, 2011; in the data active = potentiation above about 30%; also: 0% is about no effect
* marks the source's active call; other numbers are inactive results; . = no result given; & = joins results of further samples. Some of the compounds tested; count on the stated rates, not on these rows.

SMILES | D2 antagonist | D1 potentiator | TRHR enhancer | D2 potentiator | D2 ag | RXFP1 antagonist | D1 agonist | RXFP1 agonist | D1 antagonist
CSc1ccc(-c2nnn(CC(=O)Nc3sc4c(c3C#N)CCC(C(C)(C)C)C4)n2)cc1 (stereo not given) | . | -1.4 | 3.1 | 4.8 | -0.2 | -5.0 | -0.8 | 2.3% | 1.0
CCOC(=O)c1ccc(NC(=S)NCc2ccco2)cc1 | -1.8 | -3.4 | 0.9 | 2.5 | 0.8 | 2.9 | 17.3 | 0.5% | -16.3
O=C(Nc1ccc2c(c1)OCO2)c1cc(-c2cccc(O)c2)on1 | 6.9 | -2.7 | -2.7 | 7.2 | -1.2 | -9.9 | 1.5 | 0.1% | -13.2
O=C(CSc1nc2ncc(Cl)cc2[nH]1)c1c[nH]c2ccccc12 | -6.8 | -0.9 | -3.9 | 5.9 | -1.3 | -9.8 | 5.9 | -0.1% | -3.3
COc1ccc2nc(-c3ccccc3)nc(C3CCCCC3)c2c1 | 9.0 | 7.7 | -0.4 | 13.1 | 0.2 | . | 4.7 | -1.5% | 15.6
O=C1NC(c2ccc(-c3ccccc3[N+](=O)[O-])o2)C(C(=O)c2ccc(Cl)cc2)C(O)(C(F)(F)F)N1 (stereo not given) | 10.8 | 8.9 | 1.7 | -4.0 | 1.1 | -0.8 | 8.1 | 0.9% | 16.2
CC1CCCC(NC(=O)CN2CCN(Cc3ccc(Cl)cc3)C2=O)C1C (stereo not given) | 15.3 | -3.7 | -1.8 | 2.8 | -0.8 | -10.3 | 1.9 | 2.6% | -3.3
Cc1nc(NC(C)(C)CO)c([N+](=O)[O-])cc1[N+](=O)[O-] | -1.1 | -4.0 | 4.4 | 22.2 | 0.1 | -9.5 | 0.1 | 0.1% | 21.9
COc1ccc(C(CC(=O)N2CCCC(C)C2)c2c(OC)cc(OC)c3c(-c4ccccc4)cc(=O)oc23)cc1 (stereo not given) | -33.0 | -0.7 | 1.6 | -13.0 | 0.6 | . | 1.7 | 0.0% | 9.8
CCC(=O)N1CCN(c2ccccc2NC(=S)NC(=O)c2ccco2)CC1 | -12.6 | 3.9 | -1.3 | -0.4 | 0.1 | 4.6 | 2.0 | -0.6% | -5.3
OCC[C@H]1C[C@@H](O)[C@H](O)[C@]2(Cc3ccccc3CCO2)O1 | . | -3.9 | -6.7 | -7.8 | . | . | 0.8 | 0.2% | 4.6
Cc1ccc(C)c(NC(=O)C2CCCN(S(=O)(=O)c3cccnc3)C2)c1 (stereo not given) | 3.2 | 1.2 | 5.1 | 5.1 | -0.2 | -18.9 | 2.4 | -0.1% | -6.9
COc1ccc(CNC(=O)CN2C(=O)COc3ccc(S(=O)(=O)N4CCOCC4)cc32)cc1 | 9.3 | -7.5&-3.5 | -9.1&-2.0 | -5.6&2.8 | -0.2&0.2 | -10.9&-6.8 | 1.7&-0.7 | 0.4%&0.1% | 7.1&-16.2
CCNC(=O)COC(=O)c1ccc(S(=O)(=O)N2CCCCCC2)cc1 | -12.6 | -3.2 | 23.8 | -2.1 | -1.1 | 2.7 | 3.4 | 1.3% | 6.1
c1ccc(-c2nnc(N3CCN(c4ccccn4)CC3)c3ccccc23)cc1 | 1.8 | -4.6 | -10.0 | 8.6 | -0.5 | -30.2 | 5.8 | 0.5% | -0.7
O=C(CN(C(=O)c1csnn1)c1ccc(Br)cc1)NC1CCCC1 | -0.9 | 0.1 | -0.4 | -9.6 | 1.3 | -4.3 | 2.0 | 1.3% | 4.6
CCOc1ccc2oc(C(=O)N3CC(C)OC(C)C3)c(C)c2c1 (stereo not given) | -17.3 | 2.6 | -2.4 | 3.7 | -0.2 | -1.6 | 12.8 | 2.0% | 27.6
COC(=O)CC1C(=O)NCCN1C(=O)c1cc(OC)c(OC)cc1OC (stereo not given) | 1.2 | -3.3 | -4.4 | -1.6 | -1.2 | -1.3 | 4.3 | 0.1% | -3.7
CC(=O)N(c1nc(CCl)cs1)c1ccc(C)cc1C | -5.9 | 0.3 | 3.9 | -1.0 | -0.2 | 7.5 | 1.3 | 5.4% | -15.3
COc1ccc(CCNC(=O)c2nc(SCc3ccc(F)cc3)ncc2Cl)cc1OC | . | -0.6 | -4.5 | 6.3 | -0.4 | -2.2 | 1.7 | -2.3% | -16.3
COc1ccc(NS(=O)(=O)c2cccc(C(=O)N3CCN(Cc4ccc5c(c4)OCO5)CC3)c2)cc1 | 12.6 | -8.9 | -0.7 | -4.7 | 0.6 | -21.8 | 6.1 | -0.6% | -61.2*
COc1ccccc1NC(=O)NNC(=O)CCc1ccccc1 | 3.6 | 3.5 | -4.0 | 3.2 | 0.8 | 0.1 | 2.6 | 0.2% | -18.6
O=C(CCN1CCOCC1)NC1CCCN(Cc2ccccc2F)C1 (stereo not given) | 4.5 | 4.2 | 0.8 | 1.3 | -0.4 | 6.7 | 2.4 | 0.2% | -13.6
Cc1c(C(=O)NCCn2ccc3ccccc32)cccc1[N+](=O)[O-] | -0.9 | -3.5 | -4.0 | -4.7 | 0.1 | 2.6 | 6.7 | -0.7% | -18.6
CC(C)CN(C(=O)COC(=O)Cc1cccc2ccccc12)c1c(N)n(Cc2ccccc2)c(=O)[nH]c1=O | 15.7 | -1.7 | -4.3 | -1.4 | 0.8 | -16.9 | 5.3 | 2.3% | -5.5
O=C(OCc1c(F)cccc1Cl)c1cnccn1 | 7.1 | -2.6 | 1.0 | 5.7 | 1.2 | 9.5 | 2.1 | 0.5% | 9.1
COc1ccc(-c2cn[nH]c2C)cc1 | -3.2 | -0.1 | 30.8* | -5.5 | 0.1 | 8.2 | -0.6 | -0.1% | -36.5*
Cc1ccc(-c2cc(C(=O)Nc3ccc(S(=O)(=O)Nc4nc(C)cc(C)n4)cc3)c3ccccc3n2)cc1 | -7.8 | 0.5 | -0.5 | 3.2 | -0.2 | -7.1 | 5.1 | 2.0% | -10.8
COC(=O)c1ccc(-n2c(C)cc(/C=N/n3cnnc3)c2C)cc1 | 30.7* | 1.4 | 1.9 | 6.0 | 1.3 | 7.7 | 3.3 | 0.3% | 14.0
CCCC/C(O)=C1\C(=O)CCCC1=NCCc1c(C)[nH]c2ccc(OC)cc12 | -6.3 | -4.2 | -5.5 | -9.2 | -0.2 | -13.8 | 0.8 | 0.4% | -15.4

An excerpt from above with just D2 potentiator and TRHR enhancer:
canonical_smiles | D2 potentiator | TRHR enhancer
CCOC(=O)c1ccc(NC(=S)NCc2ccco2)cc1 | 2.5 | 0.9
CCC(=O)N1CCN(c2ccccc2NC(=S)NC(=O)c2ccco2)CC1 | -0.4 | -1.3

(list continues)
SMILES | D2 antagonist | D1 potentiator | TRHR enhancer | D2 potentiator | D2 ag | RXFP1 antagonist | D1 agonist | RXFP1 agonist | D1 antagonist
CCCCn1c(N)c(N(CC)C(=O)c2cnc(C)cn2)c(=O)[nH]c1=O | -5.8 | -3.0 | 4.1 | 3.7 | 0.3 | 4.3 | 1.0 | 0.0% | 16.6
O=C(COC(=O)Cn1cnc2ccccc2c1=O)Nc1ccccc1Sc1ccc(Cl)cc1 | 3.7 | -5.9 | -9.6 | -4.8 | -0.3 | -3.1 | 5.9 | 1.2% | -9.6
CCCN(CCC)CCCNC(=O)c1cc2cc3ccc(OC)cc3nc2o1 | 1.8 | -8.0 | 3.1 | 15.6 | 0.4 | -5.7 | 3.7 | 7.7% | -5.6
Nc1c(C(=O)C2CC2)sc2nc3c(cc12)CCC3 | . | -5.8 | 5.5 | 15.6 | . | 2.1 | -0.3 | 2.9% | 1.0
Cc1nn(-c2ccc(Cl)cc2)c(N)c1C(O)(CSc1nccn1C)C(F)(F)F (stereo not given) | 9.2 | 0.1 | 1.2 | 6.0 | 0.5 | 1.7 | 0.8 | 0.6% | 11.8
O=C(O)c1ccc2c(c1)C(=O)N(c1ccc([N+](=O)[O-])cn1)C2=O | . | 6.2 | -1.9 | . | . | -4.4 | -0.1 | -2.1% | 3.7
CCOc1nc(NC(=O)NS(=O)(=O)Oc2ccc(Cl)cc2)nc(-c2ccccc2)n1 | . | -3.6 | -7.2 | 1.8 | 0.6 | . | -0.3 | 0.1% | 16.8
CC(C)OC(=O)/C(=C/c1ccco1)c1ccccc1 | 5.3 | 2.6 | -1.5 | 3.8 | 0.2 | -14.6 | 4.1 | -0.3% | -7.8
COCC(=O)Nc1nnc(SCC(=O)N2C(C)CCCC2C)s1 (stereo not given) | -4.5 | 0.8 | 3.7 | 1.5 | -0.5 | 10.7 | 4.7 | 0.6% | -0.6
CC(C)N(C(=S)Nc1cccnc1)c1ccccc1 | -12.6 | -2.4 | 4.4 | 7.1 | 0.2 | 6.5 | 2.7 | 0.4% | 6.0
Cc1nc(C)n(C)c(=O)c1-c1ccccc1 | -7.2 | -8.5 | -1.7 | 0.5 | -0.9 | -5.6 | 1.0 | -1.0% | -13.8
CCN(CC)CC(=O)n1c2c(c3ccccc31)CCCC2 | -5.5 | -2.0 | -2.5 | -10.7 | 0.4 | -11.0 | 1.8 | 1.7% | 3.9
Brc1ccc(-c2nn3c(-c4ccncc4)nnc3s2)o1 | 5.1 | -0.7 | 5.6 | 1.9 | 1.6 | . | 1.1 | 2.6% | 1.8

Compound profiles (already shown). Order of screens: D2 antagonist | D1 potentiator | TRHR enhancer | D2 potentiator | D2 ag | RXFP1 antagonist | D1 agonist | RXFP1 agonist | D1 antagonist
Cc1nn(-c2ccc(Cl)cc2)c(N)c1C(O)(CSc1nccn1C)C(F)(F)F (stereo not given) as listed: 9.2 | 0.1 | 1.2 | 6.0 | 0.5 | 1.7 | 0.8 | 0.6% | 11.8
COc1ccc(-c2cn[nH]c2C)cc1 as listed: -3.2 | -0.1 | 30.8* | -5.5 | 0.1 | 8.2 | -0.6 | -0.1% | -36.5*
